Bioassay records as filed in PubChem.
PLAP inhibitors HTS – inhibition of human placental alkaline phosphatase – biochemical, luminescence, HTS (AID 690) | purified PLAP, luminescent substrate; higher % means a stronger effect | inhibition, % at 20 µM; hits with a dose series show IC50 in µM | 96,000 tested, 0.08% active; in the data active = a potency from the dose series; inactive = the rest, 99 in 100 with inhibition below about 30%; also: strong numbers were not always called active
NFkB transloc inh – blocks IL-1B driven NFkB nuclear translocation in HUVEC cells | HUVEC IL-1B NFkB p65 nuclear translocation imaging | inhibition, % at 2 µM | 94,000 tested, 0.43% active;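 active = inhibition above about 30% together with a positive call from visual inspection of the well image, limit read from the data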;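 also: nuclear over cytoplasmic p65 intensity ratio measured by imaging; 0% = IL-1B stimulated DMSO wells and 100% = unstimulated DMSO wells; values of inactives mirror those of a sister screen read the other way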
Bcl-B displacement – displacers of TR3 peptide from Bcl-B, primary screen, selectivity assay for Bfl-1 inhibitor project, biochemical, fluorescence polarization; FP displacement of FITC-TR3 peptide from Bcl-B; higher % means a stronger effect; one-dose displacement, % at 20 µM; IC50 in µM for titrated hits; 96,000 tested, 0.11% active;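 active = displacement above 50% at 20 µM plus a fluorescence interference ratio under 1.5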;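 also: plate controls were wells without compound for no effect and wells lacking Bcl-B protein for full effect; a part of the inactive calls stands beside numbers as strong as those of hits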
MRP resist rev – reverses drug resistance mediated by MRP. H69AR cells + 2 uM doxorubicin, CellTiter-Glo, 72 h. differential viability (reversal), % at 10 µM. 85,000 tested, 0.04% active;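 active = viability drop by adding the cancer drug above about 55%, with treated viability meeting a 40% cutoff, limit read from the data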;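 also: viability without doxorubicin minus viability with 2 µM doxorubicin for each compound; larger differential means the compound sensitizes cells more to doxorubicin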
NFkB transloc pot – enhances IL-1B driven NFkB nuclear translocation. HUVEC IL-1B NFkB p65 nuclear translocation imaging. activation, % at 2 µM. 94,000 tested, 0.3% active;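 active = activation above 40%, about the mean plus 3 SD, also judged a hit on visual image review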;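 also: percent activation is computed from the nuclear over cytoplasmic p65 intensity ratio; values of inactives mirror those of a sister screen read the other way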
MRP resist rev cytotoxicity – recorded beside MRP resist rev, whose call it bears; viability, %; H69AR cells, CellTiter-Glo, 72 h; measured here: cytotoxicity without doxorubicin
MRP resist rev with doxorubicin – second read-out of MRP resist rev, no call of its own (marks repeat the call); viability, %; measured here: viability with 2 uM doxorubicin; active compounds read low
NFkB transloc inh cell count 2 µM – further read-out of NFkB transloc inh, marked with its call; cell count; measured here: cells passing quality filter;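 raw number of nuclei counted in each imaged well without normalization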
NFkB transloc pot cell count 2 µM – second read-out of NFkB transloc pot, no call of its own (marks repeat the call); cell count; measured here: cells passing quality filter
Numbers without * were called inactive. Only part of the results is shown; rates above refer to the full screens.

How did O=C(CCSc1nc(-c2ccco2)cc(C(F)(F)F)n1)NCc1cccs1 do in these assays?
NFkB transloc inh: -47; MRP resist rev: -6; NFkB transloc pot: 47*; MRP resist rev cytotoxicity: 72; MRP resist rev with doxorubicin: 78; NFkB transloc inh cell count 2 µM: 134; NFkB transloc pot cell count 2 µM: 134*

How did COc1ccc(CC(=O)OCN2C(=O)c3ccccc3C2=O)cc1 do in these assays?
PLAP inhibitors HTS: 13%; NFkB transloc inh: 2; Bcl-B displacement: 5%; MRP resist rev: -9; NFkB transloc pot: -2; MRP resist rev cytotoxicity: 82; MRP resist rev with doxorubicin: 91; NFkB transloc inh cell count 2 µM: 140; NFkB transloc pot cell count 2 µM: 140

How did O=C1CCCc2nc3nc4ccccc4n3cc21 do in these assays?
PLAP inhibitors HTS: -17%; NFkB transloc inh: -4; Bcl-B displacement: -6%; MRP resist rev: -10; NFkB transloc pot: 4; MRP resist rev cytotoxicity: 80; MRP resist rev with doxorubicin: 90; NFkB transloc inh cell count 2 µM: 105; NFkB transloc pot cell count 2 µM: 105

Results for COc1ccccc1N1CCN(S(=O)(=O)c2c(C)ccc3nsnc23)CC1 ?
PLAP inhibitors HTS: -43%; NFkB transloc inh: 0; Bcl-B displacement: -4%; MRP resist rev: -2; NFkB transloc pot: 0; MRP resist rev cytotoxicity: 71; MRP resist rev with doxorubicin: 72; NFkB transloc inh cell count 2 µM: 159; NFkB transloc pot cell count 2 µM: 159

What do the screens show for `CSc1nc2sc3c(c2c2nnnn12)CC(C)(C)OC3`?
NFkB transloc inh: -2; MRP resist rev: -3; NFkB transloc pot: 2; MRP resist rev cytotoxicity: 98; MRP resist rev with doxorubicin: 101; NFkB transloc inh cell count 2 µM: 108; NFkB transloc pot cell count 2 µM: 108

What do the screens show for `CCOc1ccc(N/C(C)=C/C(=O)c2ccc(C)o2)cc1`?
PLAP inhibitors HTS: 11%; NFkB transloc inh: -5; Bcl-B displacement: -26%; MRP resist rev: -3; NFkB transloc pot: 5; MRP resist rev cytotoxicity: 91; MRP resist rev with doxorubicin: 94; NFkB transloc inh cell count 2 µM: 105; NFkB transloc pot cell count 2 µM: 105

How did Nc1nc2n(n1)C(c1cccc(Br)c1)CC(c1ccccc1)N2 (configuration not stated) do in these assays?
PLAP inhibitors HTS: 2%; NFkB transloc inh: -16; Bcl-B displacement: 8%; MRP resist rev: 0; NFkB transloc pot: 16; MRP resist rev cytotoxicity: 95; MRP resist rev with doxorubicin: 95; NFkB transloc inh cell count 2 µM: 45; NFkB transloc pot cell count 2 µM: 45

What do the screens show for `Cc1c(NC(=O)CSc2nnnn2C)c(=O)n(-c2ccccc2)n1C`?
PLAP inhibitors HTS: 2%; NFkB transloc inh: 3; Bcl-B displacement: -7%; MRP resist rev: 6; NFkB transloc pot: -3; MRP resist rev cytotoxicity: 96; MRP resist rev with doxorubicin: 90; NFkB transloc inh cell count 2 µM: 127; NFkB transloc pot cell count 2 µM: 127

What do the screens show for `CC(C)N1C(=O)S/C(=C/c2ccc3c(c2)n(C)c(=O)n3C)C1=O`?
PLAP inhibitors HTS: -5%; NFkB transloc inh: 5; Bcl-B displacement: -1%; NFkB transloc pot: -5; NFkB transloc inh cell count 2 µM: 100; NFkB transloc pot cell count 2 µM: 100

What do the screens show for `Cc1cc(C)c(C#N)c(Nc2ccccc2Cl)n1`?
PLAP inhibitors HTS: 19%; Bcl-B displacement: -2%; MRP resist rev: 13; MRP resist rev cytotoxicity: 86; MRP resist rev with doxorubicin: 73

What do the screens show for `Cc1ccc2c(c1)N(CC(=O)NCc1cccs1)C(=O)C(C)O2` (configuration not stated)?
PLAP inhibitors HTS: 8%; NFkB transloc inh: 5; Bcl-B displacement: -7%; MRP resist rev: 8; NFkB transloc pot: -5; MRP resist rev cytotoxicity: 96; MRP resist rev with doxorubicin: 88; NFkB transloc inh cell count 2 µM: 153; NFkB transloc pot cell count 2 µM: 153

How did CCn1c(SCC(=O)c2ccc3ccccc3c2)nnc1-c1ccco1 do in these assays?
PLAP inhibitors HTS: 3%; NFkB transloc inh: 9; Bcl-B displacement: -7%; MRP resist rev: 1; NFkB transloc pot: -9; MRP resist rev cytotoxicity: 98; MRP resist rev with doxorubicin: 97; NFkB transloc inh cell count 2 µM: 114; NFkB transloc pot cell count 2 µM: 114

What do the screens show for `N#CC1=C(N)OC2=C(CC/C2=C\c2ccccc2)C1c1ccccc1` (configuration not stated)?
PLAP inhibitors HTS: -2%; NFkB transloc inh: -6; Bcl-B displacement: -11%; NFkB transloc pot: 6; NFkB transloc inh cell count 2 µM: 143; NFkB transloc pot cell count 2 µM: 143

Results for CCOC(=O)CN(C(=O)CCC(=O)Nc1cc(C)on1)C(C(=O)NC1CCCC1)c1cccnc1 (configuration not stated) ?
PLAP inhibitors HTS: -6%; NFkB transloc inh: -11; Bcl-B displacement: 14%; MRP resist rev: -5; NFkB transloc pot: 11; MRP resist rev cytotoxicity: 91; MRP resist rev with doxorubicin: 96; NFkB transloc inh cell count 2 µM: 176; NFkB transloc pot cell count 2 µM: 176

What do the screens show for `Cc1cc(NC(=O)c2cccc(C(=O)Nc3cc(C)on3)n2)no1`?
PLAP inhibitors HTS: -18%; NFkB transloc inh: 3; Bcl-B displacement: 0%; MRP resist rev: 2; NFkB transloc pot: -3; MRP resist rev cytotoxicity: 92; MRP resist rev with doxorubicin: 90; NFkB transloc inh cell count 2 µM: 120; NFkB transloc pot cell count 2 µM: 120

How did CC(C)Sc1nc(O)c(Cc2ccccc2)c(=O)[nH]1 do in these assays?
PLAP inhibitors HTS: 20%; NFkB transloc inh: -26; Bcl-B displacement: -5%; MRP resist rev: 1; NFkB transloc pot: 26; MRP resist rev cytotoxicity: 111; MRP resist rev with doxorubicin: 109; NFkB transloc inh cell count 2 µM: 41; NFkB transloc pot cell count 2 µM: 41

Results for COc1ccc(C2(CNC(C)=O)CCOCC2)cc1OC ?
PLAP inhibitors HTS: 11%; Bcl-B displacement: 3%; MRP resist rev: 4; MRP resist rev cytotoxicity: 90; MRP resist rev with doxorubicin: 87

What do the screens show for `Cc1ccc(S(=O)(=O)CCc2nnc(N)s2)cc1C`?
NFkB transloc inh: -10; MRP resist rev: -4; NFkB transloc pot: 10; MRP resist rev cytotoxicity: 85; MRP resist rev with doxorubicin: 89; NFkB transloc inh cell count 2 µM: 129; NFkB transloc pot cell count 2 µM: 129

How did NC(=O)CSc1nnc(-c2ccc(S(=O)(=O)N3CCCC3)cc2)o1 do in these assays?
NFkB transloc inh: -22; MRP resist rev: 0; NFkB transloc pot: 22; MRP resist rev cytotoxicity: 93; MRP resist rev with doxorubicin: 93; NFkB transloc inh cell count 2 µM: 118; NFkB transloc pot cell count 2 µM: 118

What do the screens show for `COc1ccc(C(=O)n2nc(-c3ccco3)nc2SC)cc1OC`?
PLAP inhibitors HTS: -22%; NFkB transloc inh: -12; Bcl-B displacement: -2%; MRP resist rev: 6; NFkB transloc pot: 12; MRP resist rev cytotoxicity: 90; MRP resist rev with doxorubicin: 84; NFkB transloc inh cell count 2 µM: 140; NFkB transloc pot cell count 2 µM: 140

What do the screens show for `CCCOc1ccc(C(C(=O)OCCN(CC)CC)c2ccccc2)cc1` (configuration not stated)?
PLAP inhibitors HTS: -62%; NFkB transloc inh: 1; Bcl-B displacement: 13%; MRP resist rev: 6; NFkB transloc pot: -1; MRP resist rev cytotoxicity: 95; MRP resist rev with doxorubicin: 89; NFkB transloc inh cell count 2 µM: 140; NFkB transloc pot cell count 2 µM: 140

What do the screens show for `CN(C)N=Nc1ccc(S(=O)(=O)N2CCSC2C(=O)O)cc1` (configuration not stated)?
NFkB transloc inh: -17; MRP resist rev: 15; NFkB transloc pot: 17; MRP resist rev cytotoxicity: 96; MRP resist rev with doxorubicin: 81; NFkB transloc inh cell count 2 µM: 139; NFkB transloc pot cell count 2 µM: 139

What do the screens show for `Cc1ccc(NC(=O)CS(=O)CC(=O)Nc2ccc(N3CCOCC3)cc2)cc1Cl` (configuration not stated)?
PLAP inhibitors HTS: -12%; NFkB transloc inh: -2; Bcl-B displacement: 1%; MRP resist rev: 15; NFkB transloc pot: 3; MRP resist rev cytotoxicity: 102; MRP resist rev with doxorubicin: 87; NFkB transloc inh cell count 2 µM: 110; NFkB transloc pot cell count 2 µM: 110

Results for CC(C)C(NC(=O)c1ccc(C(C)(C)C)cc1)C(=O)O (configuration not stated) ?
PLAP inhibitors HTS: -7%; NFkB transloc inh: 1; Bcl-B displacement: 10%; MRP resist rev: -9; NFkB transloc pot: -1; MRP resist rev cytotoxicity: 83; MRP resist rev with doxorubicin: 93; NFkB transloc inh cell count 2 µM: 165; NFkB transloc pot cell count 2 µM: 165

Results for COc1ccc(CCCNC(=O)CC#N)cc1OC ?
PLAP inhibitors HTS: 11%; NFkB transloc inh: -15; Bcl-B displacement: -8%; MRP resist rev: -9; NFkB transloc pot: 15; MRP resist rev cytotoxicity: 88; MRP resist rev with doxorubicin: 97; NFkB transloc inh cell count 2 µM: 199; NFkB transloc pot cell count 2 µM: 199

How did COc1ccc(-c2ccc(C#N)c(SCC(=O)Nc3sc4c(c3C#N)CCC4)n2)cc1OC do in these assays?
PLAP inhibitors HTS: -11%; NFkB transloc inh: -11; Bcl-B displacement: -219%; MRP resist rev: 0; NFkB transloc pot: 11; MRP resist rev cytotoxicity: 1; MRP resist rev with doxorubicin: 1; NFkB transloc inh cell count 2 µM: 164; NFkB transloc pot cell count 2 µM: 164

Results for CCc1ccc(N(C(=O)c2snc(C(N)=O)c2N)C(C(=O)NCCC(C)C)c2c[nH]c3ccccc23)cc1 (configuration not stated) ?
PLAP inhibitors HTS: 35%; NFkB transloc inh: -4; Bcl-B displacement: 3%; NFkB transloc pot: 5; NFkB transloc inh cell count 2 µM: 138; NFkB transloc pot cell count 2 µM: 138

What do the screens show for `CCOc1ccc(NC(=O)NC2CCOC(C)(C)C2)cc1` (configuration not stated)?
PLAP inhibitors HTS: -6%; NFkB transloc inh: 10; Bcl-B displacement: 9%; MRP resist rev: -10; NFkB transloc pot: -10; MRP resist rev cytotoxicity: 95; MRP resist rev with doxorubicin: 105; NFkB transloc inh cell count 2 µM: 204; NFkB transloc pot cell count 2 µM: 204

How did COc1ccc(CCNC(=O)c2cc(-c3ccccc3OC)on2)cc1OC do in these assays?
PLAP inhibitors HTS: 11%; NFkB transloc inh: -4; Bcl-B displacement: -12%; MRP resist rev: -2; NFkB transloc pot: 4; MRP resist rev cytotoxicity: 92; MRP resist rev with doxorubicin: 93; NFkB transloc inh cell count 2 µM: 135; NFkB transloc pot cell count 2 µM: 135

What do the screens show for `O=C(CSc1nc2c(c(=O)n1-c1ccc(Cl)cc1)SCC2)N1CCCC1`?
PLAP inhibitors HTS: -20%; Bcl-B displacement: -3%; MRP resist rev: 0; MRP resist rev cytotoxicity: 84; MRP resist rev with doxorubicin: 84

How did COC(=O)Cc1c(C)c2ccc(OCC(C)=O)c(C)c2oc1=O do in these assays?
PLAP inhibitors HTS: -56%; NFkB transloc inh: -2; Bcl-B displacement: -4%; MRP resist rev: -2; NFkB transloc pot: 2; MRP resist rev cytotoxicity: 67; MRP resist rev with doxorubicin: 69; NFkB transloc inh cell count 2 µM: 128; NFkB transloc pot cell count 2 µM: 128

Of the compounds above, these contain a COOH group:
What do the screens show for `CN(C)N=Nc1ccc(S(=O)(=O)N2CCSC2C(=O)O)cc1` (configuration not stated)?
NFkB transloc inh: -17; MRP resist rev: 15; NFkB transloc pot: 17; MRP resist rev cytotoxicity: 96; MRP resist rev with doxorubicin: 81; NFkB transloc inh cell count 2 µM: 139; NFkB transloc pot cell count 2 µM: 139

Results for CC(C)C(NC(=O)c1ccc(C(C)(C)C)cc1)C(=O)O (configuration not stated) ?
PLAP inhibitors HTS: -7%; NFkB transloc inh: 1; Bcl-B displacement: 10%; MRP resist rev: -9; NFkB transloc pot: -1; MRP resist rev cytotoxicity: 83; MRP resist rev with doxorubicin: 93; NFkB transloc inh cell count 2 µM: 165; NFkB transloc pot cell count 2 µM: 165
